Screening results: PubChem BioAssay, several laboratories
EBV gp42 block: EBV gp42 inhibition | Q1HVG2 | Fluorescence polarization binding assay, mP read-out | inhibition, % (tested at 21.74 µM) | hit rate 0.42% among 220,000 | AID 1085; in the data active = inhibition above about 50%
Target sequence (Q1HVG2 whole entry, looked up): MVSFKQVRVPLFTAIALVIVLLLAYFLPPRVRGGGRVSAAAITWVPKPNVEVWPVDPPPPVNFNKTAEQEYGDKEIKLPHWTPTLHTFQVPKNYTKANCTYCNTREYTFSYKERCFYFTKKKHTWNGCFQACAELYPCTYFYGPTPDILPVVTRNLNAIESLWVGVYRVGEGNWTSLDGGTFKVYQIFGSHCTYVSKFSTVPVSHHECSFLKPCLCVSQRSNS
Calpain2 inh: blocks pig calpain II enzyme activity | purified calpain II, fluorogenic peptide substrate, 30 min | inhibition, % at 16 µM | hit rate 0.37% among 220,000 | AID 1236;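 active = inhibition above about 50%, limit read from the data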
TRPML3 ag: agonists of human TRPML3 channel; Q8TDD5; HEK293 TRPML3-YFP, Fluo-8 calcium fluorescence; 100% = the carbachol control signal; activation, % at 3 µM; hit rate 0.29% among 220,000; AID 1448;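 active = activation above its plate's cutoff, the mean activation of the plate's test wells plus 3 SD, cut at about 12% in these data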;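 note: 0% = DMSO only wells and 100% = carbachol wells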
Target sequence (Q8TDD5 whole entry, looked up): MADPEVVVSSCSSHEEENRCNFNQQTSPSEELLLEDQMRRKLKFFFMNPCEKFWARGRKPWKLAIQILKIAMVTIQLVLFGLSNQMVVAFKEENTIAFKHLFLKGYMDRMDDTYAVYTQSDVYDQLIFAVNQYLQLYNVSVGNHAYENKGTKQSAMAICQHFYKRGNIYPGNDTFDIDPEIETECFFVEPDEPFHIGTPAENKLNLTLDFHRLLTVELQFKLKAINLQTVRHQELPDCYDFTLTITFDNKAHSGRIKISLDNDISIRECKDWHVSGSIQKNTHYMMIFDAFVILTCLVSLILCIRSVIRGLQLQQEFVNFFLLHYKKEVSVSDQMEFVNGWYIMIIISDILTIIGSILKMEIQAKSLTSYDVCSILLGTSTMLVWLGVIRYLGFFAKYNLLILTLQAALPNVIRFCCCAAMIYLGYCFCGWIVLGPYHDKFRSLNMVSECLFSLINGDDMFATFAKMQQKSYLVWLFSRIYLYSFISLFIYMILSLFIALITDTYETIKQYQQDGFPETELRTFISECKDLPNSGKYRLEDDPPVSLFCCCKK
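Material: HEK293 cells stably carrying human TRPML3-YFP; compound dosing: single dose, 3 µM final nominal compound, 0.3% DMSO final; incubation: 1-h 37 °C dye load, 5-s basal, 120-s post-compound reads; technique: Fluo-8 intracellular calcium fluorescence, excitation 470-495 nm, emission 515-575 nm; read-out basis: percent activation from peak-to-basal fluorescence ratio, scaled between DMSO and carbachol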
Tb hexokinase: T. brucei hexokinase 1 inhibition | recombinant TbHK1, G6PDH-coupled NADH A340 | inhibition, % at 10 µM | hit rate 0.11% among 220,000;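 active = inhibition of 50% or more in the single-dose primary screen; inactive = inhibition below 50%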
KCC2 mod: modulators of human KCC2 chloride dependent transport. Q9H2X9. KCC2 cells, thallium flux FluoZin-2 fluorescence. hit rate 2.2% among 190,000. AID 1456. B-score of Tl+ flux slope (higher = more flux/activation; lower = inhibition) at 10 µM;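 active = thallium flux slope and its plate-corrected score both differing from the plate sample mean at a set confidence after two filtering rounds, in either direction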;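 note: slope of fluorescence scaled to starting intensity during 10 to 20 s after thallium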
thrombin 1536: inhibitors of human thrombin; P00734; inhibition, % at 5 µM; AID 1046; alpha-thrombin, Boc-VPR-AMC fluorogenic substrate cleavage; hit rate 0.26% among 220,000;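 active = inhibition at or above 40%; inactive = inhibition below 40%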;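 note: 0% = enzyme with no compound and 100% = wells without enzyme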
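signal = AMC fluorescence, 355/460 nm | material = human alpha-thrombin enzyme | control set = enzyme without compound as high, wells lacking enzyme as low | times = reaction at room temperature | read-out basis = percent inhibition scaled between no-compound controls and no-enzyme blanks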
PPC-1+TRAIL kill: compounds killing PPC-1 cancer cells with TRAIL present (potentiator screen, no TRAIL-free arm); PPC-1 cells + TRAIL, ATPLite viability luminescence; cell killing (% activity), % at 4 µM; hit rate 0.41% among 220,000;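 active = cell killing above 50% in the first pass at 4 µM, then a duplicate retest at 5 µM averaging 50% or more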;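 note: plate controls were cells with TRAIL plus DMSO for no effect and medium-only wells lacking cells for full effect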
Furin inhibitor: human furin inhibition; P09958; purified furin, fluorogenic substrate cleavage; inhibition, % at 30 µM; hit rate 0.061% among 220,000; AID 463115; in the data active = inhibition above about 25%; note: inactives centre near -15
zfTRPN1 agonist: agonists of zebrafish TRPN1 channel; HEK293 zebrafish TRPN1-YFP, Fluo-8 calcium fluorescence; 100% = response to 87 µM carbachol; activation, % at 3 µM; hit rate 0.18% among 220,000;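 active = activation above its plate's cutoff, the mean activation of test wells on that plate plus 3 SD, cut at about 19% in these data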;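 note: 0% = DMSO alone and 100% = 87 µM carbachol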
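Material: zebrafish TRPN1-YFP in HEK293 cells; Doses: single test compound dose, 3 µM nominal, 0.3% DMSO; Timing: dye loading 1 h at 37 °C, then 30 min room temperature; Technique: intracellular calcium fluorescence with Fluo-8; Benchmarks: high carbachol 87 µM, low DMSO alone.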
An asterisk follows results filed as active; · = no result given; [ ] = remark or other dose.

Second line of a record: EBV gp42 block	TRPML3 ag	thrombin 1536	zfTRPN1 agonist	Tb hexokinase	PPC-1+TRAIL kill	Calpain2 inh	KCC2 mod	Furin inhibitor
[1] Fc1cccc(Nc2nc(-c3ccncc3)nc3ccccc23)c1
 : -12	0.1	-1	0.1	-18	9	-54	0.025	-8
[2] CC(NC(=O)COc1ccc(Br)cc1)C(=O)O (stereo not drawn)
 : -2	0.3	-5	1.9	3	10	-1	-1.5	-22[20 µM]
[3] COc1ccc(-n2c(Cn3c(=O)sc4ccccc43)nnc2SCC(=O)N2CCOCC2)cc1
 : -18	-0.3	0	2.5	-4	26	6	·	-16
[4] CCSc1ccc(-c2ccc(C)cc2)nn1
 : 6	-0.8	-5	-1.1	3	50*[5 µM]	3	0.0084	-5
[5] O=C1CCCCCC1C1(O)C(=O)Nc2ccccc21 (stereo not drawn)
 : -2	0.9	-7	-0.1	0	8	-5	1.8	0[20 µM]
[6] CCc1ccccc1NC(=O)COc1ccc2c(c1)OCO2
 : 12	0.9	-2	0.1	4	18	-12	-0.61	-18
[7] COc1ccc(-c2cn(-c3ccc(C)cc3C)c(=O)[nH]2)cc1OC
 : -5	0.1	15	1.7	0	-7	39	-0.12	-22
[8] CCOc1ccc(-c2nnc(-c3cccnc3)o2)cc1OCC
 : -4	-0.1	-3	1.9	-12	12	-68	·	-12
[9] CC(=O)c1ccc(NC(=O)Nc2ncn(Cc3cccc(C)c3)n2)cc1
 : -17	0.3	-3	0.2	0	2	-11	0.23	-11[20 µM]
[10] CC1CCCCN1CCNC(=O)C1CC(=O)N(c2ccc(F)c(Cl)c2)C1 (stereo not drawn)
 : -6	-0.5	-9	0.8	5	0	1	-0.17	-10[20 µM]
[11] CC1CCC(NC(=O)c2ccc(N3CCCC3=O)cc2)CC1 (stereo not drawn)
 : -17	1.1	-20	1.0	-4	4	-9	0.43	-21
[12] OCCC1CN(Cc2cnc(-c3ccc(Cl)cc3)nc2)CCN1C1CCCCC1 (stereo not drawn)
 : -11	2.2	-9	3.2	6	19	-24	0.12	-28
[13] COC(=O)c1c(NC(=O)CCCC(=O)O)sc(C)c1C
 : 5	0.2	0	1.2	-4	0	-5	0.043	-11
[14] COC(=O)C1C(c2ccc(Cl)cc2)NC(c2ccc(Cl)cc2)C(C(=O)OC)S1(=O)=O (stereo not drawn)
 : 4	0.3	3	-1.9	-7	-4	15	0.002	-16[20 µM]
[15] CCCCc1c(C)c2ccc(OC)c(/C(C)=N\O)c2oc1=O
 : -8	-0.8	2	-0.7	-7	2	-90	-1.6	-25

Limited to TRPML3 ag, thrombin 1536 and Furin inhibitor, for some of the entries so far:
item | structure | TRPML3 ag | thrombin 1536 | Furin inhibitor
2 | CC(NC(=O)COc1ccc(Br)cc1)C(=O)O (stereo not drawn) | 0.3 | -5 | -22[20 µM]
3 | COc1ccc(-n2c(Cn3c(=O)sc4ccccc43)nnc2SCC(=O)N2CCOCC2)cc1 | -0.3 | 0 | -16
4 | CCSc1ccc(-c2ccc(C)cc2)nn1 | -0.8 | -5 | -5

As entered above:
Reading for OCCC1CN(Cc2cnc(-c3ccc(Cl)cc3)nc2)CCN1C1CCCCC1 (stereo not drawn) under EBV gp42 block: -11
Reading for O=C1CCCCCC1C1(O)C(=O)Nc2ccccc21 (stereo not drawn) under TRPML3 ag: 0.9

More structures follow:
Second line of a record: EBV gp42 block	TRPML3 ag	thrombin 1536	zfTRPN1 agonist	Tb hexokinase	PPC-1+TRAIL kill	Calpain2 inh	KCC2 mod	Furin inhibitor
[16] CC(C)=CCN1CCN(Cc2cccc3c2OCO3)CC1CCO (stereo not drawn)
 : 2	1.1	-7	0.0	6	34	-4	·	-21
[17] Cc1ccc(CNC(=O)C2CCN(S(=O)(=O)N3CCCCC3)CC2)cc1
 : 1	1.4	-9	0.6	4	16	10	-0.83	-17
[18] CCOC(=O)c1c(-c2ccc(C)s2)csc1NC(=O)c1cccs1
 : 9	1.4	-5	-0.4	-6	14	-186	-0.082	-13[20 µM]
[19] COc1ccc(-c2nnc(NC(=O)c3cc(C)on3)s2)cc1
 : -9	0.3	-3	2.2	-39	-4	-34	-0.24	-15[20 µM]
[20] COCCNC(=O)Nc1ccc2nc(-c3ccco3)c(-c3ccco3)nc2c1
 : 53*	0.3	-4	3.9	1	15	-481	·	-20
[21] CCC(=O)NNc1nc2c(C)c(C)ccc2s1
 : 13	0.2	-1	0.3	-1	9	-6	·	-15
[22] Nc1c2c(=O)oc(-c3ccccc3)cc2nn1-c1ccccc1
 : -11	1.2	-6	6.9	-6	10	-126	·	-19[20 µM]
[23] O=C(NCc1ccccc1)c1ccc(-c2ccccc2F)o1
 : -15	-0.9	2	-3.0	0	-23	-16	-0.63	-20[20 µM]
[24] CCOc1cc(CNc2ccc3cn[nH]c3c2)ccc1OC
 : 3	0.7	2	-1.3	-11	0	-33	0.09	-23[20 µM]
[25] Cn1cnnc1SCC(=O)c1ccc2c(c1)CCCC2
 : -17	0.5	-2	-0.1	1	4	-2	·	4
[26] O=C(O/N=C1\CCS(=O)(=O)c2sccc21)C1CC1
 : 3	0.8	1	0.0	1	-22	-24	1.9	-22
[27] O=C(CNC(=S)N(CCCN1CCOCC1)Cc1cccs1)N1CCCC1
 : -11	1.0	-1	2.4	-8	2	-14	0.19	-17
[28] Cc1csc(SCC(=O)N2CCCC2)n1
 : -9	0.2	-5	0.2	5	18	9	1.5	-13[20 µM]
[29] CCC(C)(C)NC(=O)C(c1ccncc1)N(C(=O)Cn1nnc2ccccc21)c1cc2c(cc1C(C)=O)OCO2 (stereo not drawn)
 : -14	0.4	-2	-1.2	-7	20	4	0.63	-23
[30] C/C(N)=C(/C#N)C(=O)COC(=O)c1cc2c(s1)CCCC2
 : -13	0.6	1	0.1	3	7	33	-1.1	-39
[31] CCOC(=O)c1c(C)n(-c2ccccc2)c2ccc(O)c(CN(C)C)c12
 : 3	0.2	-7	0.1	-1	13	11	-0.46	-24
[32] COCCNC(=O)CSc1nc(N)c(NC(=O)c2ccccc2F)c(=O)[nH]1
 : -11	0.5	-6	1.9	1	5	12	0.28	-5
[33] O=C(CCC1CCCCC1)NCc1cccs1
 : 14	-0.3	-3	-0.9	1	20	31	1.1	-2[20 µM]
[34] CCCc1cc(=O)[nH]c(N/N=C/C=C\c2ccccc2)n1
 : 2	-0.1	26	-0.6	-30	-7	36	-0.78	3
[35] Cc1nonc1-c1csc(N)n1
 : -6	0.9	-9	1.7	3	16	-18	0.82	-20
[36] CN1CCN(c2ccc(-c3ccnn3C(=O)Nc3ccccc3)cc2)CC1
 : 0	1.4	2	0.8	-3	40	-8	-0.038	-11
[37] CCN(c1ccc(OC)cc1)c1ncnc2nc[nH]c12
 : -24	0.3	-4	1.2	4	5	-2	-0.014	-19
[38] O=C(Cn1nnc(-c2ccc(CN3CCOCC3)cc2)n1)N1CCCc2ccccc21
 : -7	0.8	3	1.1	0	-12	6	·	2[20 µM]
[39] Cc1ccc(NC(=S)N2CCC(c3ccc(C)cc3)C2)cc1 (stereo not drawn)
 : -2	-0.4	0	-0.8	-9	2	-2	0.26	-37
[40] O=c1cc(N2CCN(Cc3ccccc3)CC2)[nH]c(=O)n1-c1cccc(C(F)(F)F)c1
 : -17	1.1	0	0.7	-6	14	-6	0.27	-17[20 µM]
[41] O=C(Nc1ccc2oc(=O)ccc2c1)c1ccco1
 : -13	0.7	-2	0.2	-9	11	-134	-0.77	-26
[42] CCOc1ccc(NC(=O)c2nnn(CC(=O)Nc3ccccc3OC)c2N)cc1
 : -30	-0.5	0	-1.0	20	18	-118	0.22	-10
[43] O=c1cc(-c2ccccc2)nc2nc(COc3ccccc3)[nH]n12
 : 10	1.2	-2	0.8	0	8	3	-0.39	-15[20 µM]
[44] Cc1nn(-c2ccccc2C(=O)O)c(=O)c2ccccc12
 : -9	1.1	-9	1.4	-3	12	2	1.1	-18[20 µM]
[45] COC(=O)c1c(-c2cccc(C)c2)csc1NC(=O)C1CCCO1 (stereo not drawn)
 : 2	0.3	-4	0.3	3	12	-17	-0.5	-32
[46] O=C(O)c1ccc(C2CCCCC2)cn1
 : -18	-0.6	3	0.8	-3	11	-8	8.3*	-23[20 µM]
[47] Cc1ccc(NC(=O)CN2CCC3(O)CCCCC3C2c2ccc3c(c2)OCO3)c(C)c1 (stereo not drawn)
 : -3	0.2	-4	-0.8	-1	4	-26	0.63	-25
[48] COC(=O)CSc1nc(-c2ccccc2)cc(-c2ccco2)c1C#N
 : -7	-0.4	1	-1.4	10	1	-25	-1	-1
[49] Cc1cc(C(=O)OCC(=O)c2ccc(Br)s2)no1
 : -15	0.9	1	-0.1	-1	26	-63	-0.41	-6
[50] O=S(=O)(c1ccccc1)N1CCN(c2ccnc3cc(Cl)ccc23)CC1
 : 9	11	-5	-2.1	-7	18	-28	-0.55	-23
[51] CC(=O)c1ccc(NC(=S)N2CCC(O)CC2)cc1
 : -17	-0.2	-14	-0.4	-9	13	9	-0.77	-17
[52] CCOC(=O)c1cn2nc(N3CCCCC3)ccc2n1
 : -11	0.4	-2	1.6	-25	32	-10	0.17	-13
[53] O=C(c1ccc(Br)o1)N1CCN(c2ccc(F)cc2)CC1
 : -8	0.0	-2	-0.9	0	-3	15	-0.12	-10[20 µM]
[54] O=C1C2CCCCC2C(=O)N1c1cccc(OS(=O)(=O)c2ccccc2)c1 (stereo not drawn)
 : 17	0.1	-7	2.1	10	21	18	1.3	-20
[55] Cc1cccc(NCc2cc(Cl)ccc2O)n1
 : -3	0.0	2	-1.9	7	12	23	-0.63	-21[20 µM]
[56] CCc1cc2c(C)cc(=O)oc2cc1OC(=O)C1CCCN1C(=O)OC(C)(C)C (stereo not drawn)
 : -2	-1.3	1	0.1	-6	6	-353	-0.58	-38
[57] CCCS(=O)(=O)N1CCC(C(=O)NCCN(C)Cc2ccccc2)CC1
 : -22	1.6	-3	0.2	0	-2	4	·	-13
[58] O=C(c1ccccc1)c1nnc(-c2ccccc2F)o1
 : -19	0.6	-1	-0.5	3	3	4	-0.28	-17[20 µM]
[59] NCCCC[C@H]1CNC(=S)N1CC1(c2ccccc2)CC1
 : -15	·	-1	·	-7	-20	-23	0.64	-21
